Screening data: PubChem BioAssay, National Center for Advancing Translational Sciences (NCATS)
RGS12 GoLoco inh = qHTS Assay for Inhibitors of RGS12 GoLoco Motif Activity (Red Fluorophore); actives 0.44% (n = 230,000); Potency, µM (titrated, usually from 61.6 µM), for the others: at the highest dose activity, negative = inhibition, actives largely listed as inhibitors; Gai1:RGS12 GoLoco peptide FP, rhodamine, 10 min; active means well fitted inhibition curve with a large enough effect, not every such curve was filed as active; inactive means no such curve, though single readings can be large or run the other way; further: nearly all actives have a fitted effect of over 30% in size; many of its hits are not listed in these tables
Target sequence (P63096 whole entry, looked up): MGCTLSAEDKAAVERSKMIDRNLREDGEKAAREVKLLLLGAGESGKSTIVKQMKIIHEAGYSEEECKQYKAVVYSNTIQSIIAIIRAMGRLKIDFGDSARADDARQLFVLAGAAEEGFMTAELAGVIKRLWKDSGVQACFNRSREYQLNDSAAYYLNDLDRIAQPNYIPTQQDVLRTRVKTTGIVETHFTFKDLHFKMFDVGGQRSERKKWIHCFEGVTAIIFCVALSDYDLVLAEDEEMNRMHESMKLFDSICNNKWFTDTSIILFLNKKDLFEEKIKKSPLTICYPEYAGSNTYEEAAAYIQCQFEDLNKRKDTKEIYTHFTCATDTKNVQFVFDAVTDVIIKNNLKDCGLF
RECQ1 helicase = qHTS Assay for Inhibitors of RecQ-Like Dna Helicase 1 (RECQ1); RECQ1 DNA unwinding, red fluorescence kinetic read; Potency, µM (titrated, usually from 57.3 µM), for the others: at the highest dose activity, negative = inhibition, actives largely listed as inhibitors; actives 0.54% (n = 240,000); AID 2549, 2010;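 further: plate controls were vehicle for no effect and no enzyme for full effect; nearly all actives have a fitted effect of over 30% in size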
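50 nM RECQ1T1 preincubated 15 min with compound in Tris pH 8.0 buffer with MgCl2, DTT, Tween-20 and 2.5 ug/ml poly(dI-dC); started with 200 nM TAMRA/BHQ-2 forked duplex and 2 mM ATP. Unwinding read as fluorescence (525/598 nm), two reads 2 h apart.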
TRb-SRC2 inh = qHTS for Inhibitors of the Interaction of Thyroid Hormone Receptor and Steroid Receptor Coregulator 2 | TRbeta-SRC2 peptide binding, fluorescence polarization; receptor liganded with 1 µM T3 | Potency, µM (titrated, usually from 106 µM), for the others: at the highest dose activity change, negative = inhibition, most hits filed as inhibitors | actives 0.065% (n = 280,000);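 further: plate controls were bound peptide for no effect and peptide without receptor for full effect; nearly all actives have a fitted effect of over 50% in size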
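Polarization signal, normalized between peptide-alone and full complex controls, measured compound effects on T3-liganded human TRb LBD (0.6 uM) binding 20 nM Texas Red SRC2 peptide after 5 hr.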
TexasRed fluor = Total Fluorescence Counterscreen for Inhibitors of the Interaction of Thyroid Hormone Receptor and Steroid Receptor Coregulator 2; TRb/SRC2 Texas Red total fluorescence interference; Potency, µM (titrated, usually from 106 µM), for the others: at the highest dose fluorescence change, negative = quenching; actives 0.29% (n = 280,000); AID 1479, 2009; active means well fitted curve in either direction with a large enough effect; inconclusive means small, poorly fitted or top-dose-only effect
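Flags fluorescent or light-absorbing compounds by total fluorescence, S + 2P, at 555 nm excitation and 632 nm emission. Mixture: 20 nM Texas Red SRC2 peptide, 0.6 uM human TRb LBD, 1 uM T3, 5% DMSO; compound exposure 5 h at ambient temperature.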
Tau ThT inhib = qHTS for Inhibitors of Tau Fibril Formation, Thioflavin T Binding; Microtubule-associated protein tau (Homo sapiens), P10636; recombinant tau K18 P301L, heparin-induced fibrillization, ThT fluorescence; Potency, µM (top dose mostly 57.4 µM), for inactives: at the top dose activity, negative = inhibition, hits mostly inhibitors; actives 2.1% (n = 270,000); AID 1460, 2008; further: nearly all actives have a fitted effect of over 55% in size
Target sequence (P10636 561-689 P618L limits assumed): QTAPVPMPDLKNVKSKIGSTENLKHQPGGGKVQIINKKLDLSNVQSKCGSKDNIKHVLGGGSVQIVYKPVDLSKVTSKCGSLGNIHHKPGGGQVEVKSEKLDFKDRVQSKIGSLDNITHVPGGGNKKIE
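Using a mix of unlabeled (15 uM) and Alexa 594-labeled (0.24 uM) tau K18 P301L, heparin-triggered fibrillization over 6 hr at 37 C was scored by ThT fluorescence.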
L3MBTL1 block = qHTS Assay for the Inhibitors of L3MBTL1 | Lethal(3)malignant brain tumor-like protein 1 (Homo sapiens), Q9Y468 | AlphaScreen L3MBTL1–H3K9me1 peptide binding | Potency, µM (doses to about 57.1 µM), for inactives: at the top dose activity, negative = inhibition, actives largely listed as inhibitors | AID 485360, 2010 | actives 0.66% (n = 230,000); further: nearly all actives have a fitted effect of over 60% in size
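First, the protein-peptide complex forms for 30 min at room temperature (L3MBTL1 50 nM, biotinylated H3K9me1 peptide 75 nM). Next, compounds are pin-transferred and incubated 30 min. Finally, AlphaScreen beads are added and read after 30 min.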
Tau FP inhib = qHTS for Inhibitors of Tau Fibril Formation, Fluorescence Polarization | actives 0.39% (n = 280,000) | K18 P301L tau heparin fibrillization, Alexa594 FP, 6 h | Potency, µM (titrated, usually from 57.7 µM), for the others: top-dose activity, negative = inhibition, hits mostly inhibitors | Microtubule-associated protein tau (Homo sapiens), P10636; further: nearly all actives have a fitted effect of over 55% in size
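Quantitative HTS format: compounds meet 15 uM recombinant K18 P301L tau and Alexa 594-tau tracer in 100 mM sodium acetate pH 7; 20 uM heparin triggers fibrillization at 37 C over 6 hr; FP gives the signal.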
KDM4E inh = qHTS Assay for Inhibitors of Human Jumonji Domain Containing 2E (JMJD2E). Lysine-specific demethylase 4E (Homo sapiens), B2RXH2. JMJD2E catalytic domain, FDH-coupled NADH fluorescence (FDH is formaldehyde dehydrogenase). Potency, µM (top dose mostly 57.1 µM), without a hit: at the highest dose activity change, negative = inhibition, hits mostly inhibitors. actives 1.6% (n = 230,000); active means well fitted inhibition curve with a large enough effect, not every such curve was filed as active; inconclusive means small, poorly fitted or top-dose-only effect, or another doubt; inactive means no such curve, though single readings can be large or run the other way;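 further: 0% = wells with enzyme and -100% = buffer wells without enzyme; nearly all actives have a fitted effect of over 50% in size; many of its hits are not listed in these tables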
Target sequence (B2RXH2 1-337 limits assumed): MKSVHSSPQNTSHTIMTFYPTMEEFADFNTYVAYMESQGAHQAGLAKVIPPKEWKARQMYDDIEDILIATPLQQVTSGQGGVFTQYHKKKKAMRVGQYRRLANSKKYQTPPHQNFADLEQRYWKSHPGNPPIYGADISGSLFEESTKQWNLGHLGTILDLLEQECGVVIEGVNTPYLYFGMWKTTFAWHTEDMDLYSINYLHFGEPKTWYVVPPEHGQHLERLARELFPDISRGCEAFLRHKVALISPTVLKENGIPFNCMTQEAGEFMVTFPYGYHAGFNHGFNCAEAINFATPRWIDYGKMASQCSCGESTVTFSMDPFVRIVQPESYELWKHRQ
Starred values were filed as active, the others as inactive; i = inactive; ? = inconclusive; . = not tested or not shown; [ ] = dose if it differs, or a comment. Unless noted, the call rests on the fitted dose curve; in most records, active means well fitted curve in the direction sought with a large enough effect; inconclusive means small, poorly fitted or top-dose-only effect, or another doubt; inactive means no such curve, though single readings can be large; an effect the other way counts as inactive or inconclusive. Unless noted, on the % scale 0 is the no-effect control and ±100 the full control effect; potency means the concentration at half of the fitted maximal effect. Only part of the results is shown; rates above refer to the full screens.

SMILES	RGS12 GoLoco inh	RECQ1 helicase	TRb-SRC2 inh	TexasRed fluor	Tau ThT inhib	L3MBTL1 block	Tau FP inhib	KDM4E inh
C=CCN1C(=O)CN=C1NCc1ccccc1	-8%	i	-3%	-4%	6%	4%	-3%	-4%
Cc1ccc(Nc2nc3ccccc3o2)cc1F	4%	-2%	7%	3%	-14%	.	1%	-4%
Cc1cc(OCC(=O)NC(C)(C)C)ccc1Cl	0%	-1%	1%	0%	-3%	12%	-4%	5%
O=C(NCCC1=CCCCC1)c1ccc2c(c1)N(Cc1ccccc1F)C(=O)c1ccccc1S2=O (centres undefined)	.	.	-4%	0%	-12%	.	-11%	.
COc1ccccc1N1CCN(C(=O)c2sc3nc(-c4ccc(F)cc4)cn3c2C)CC1	-3%	-10%	-11%	-2%	?	-15%	11%	-1%
O=C(Nn1c(SCc2ccc([N+](=O)[O-])cc2)nc2ccccc2c1=O)c1ccc(F)cc1	-15%	0%	6%	7%	14%	?	4%	-2%
C/C(=N\NC(=O)COc1cccc(Cl)c1)c1ccc2c(c1)OCCO2	7%	-9%	6%	-2%	?	-2%	-1%	5%
CCN(c1ccc(C)c(C)c1)S(=O)(=O)c1ccc2c(c1)CCN2C(=O)CCC(=O)O	9%	-20%	1%	-8%	-6%	.	-2%	-6%
CCc1cccc(NC(=O)C2CCN(C(=O)c3cnn(-c4ccccc4)c3-n3cccc3)CC2)c1	.	.	8%	0%	-18%	.	-1%	.
Cc1ccc2[nH]cc(CCNC(=O)Nc3ccccc3)c2c1	5%	i	-8%	-2%	?	.	13%	-1%
CCCn1c(NC(=O)c2ccccc2)nc2ccccc21	11%	-5%	-12%	0%	-19%	.	6%	?
O=C(c1cc2cc(Br)ccc2o1)N1CCCC1	17%	-5%	9%	-3%	-17%	-4%	-6%	6%
Cc1ccc2c(c1)C(=C(C#N)C#N)C(=O)N2CCN1CCOCC1	6%	-1%	0%	6%	.	.	?	?
CN1c2ccccc2N(C)C1(C)c1cccc2ccccc12	4%	-4%	-1%	8%	16µM*	-1%	?	?
COc1ccc(Cn2c(SCc3ccccc3C)nc3cc(OC)c(OC)cc3c2=N)cc1	1%	-6%	4%	-7%	?	-3%	-10%	-4%

Entries of single compounds, looked up by structure. Order of screens: RGS12 GoLoco inh, RECQ1 helicase, TRb-SRC2 inh, TexasRed fluor, Tau ThT inhib, L3MBTL1 block, Tau FP inhib, KDM4E inh
`CN1c2ccccc2N(C)C1(C)c1cccc2ccccc12` across the screens: 4%, -4%, -1%, 8%, 16µM*, -1%, ?, ?
`Cc1cc(OCC(=O)NC(C)(C)C)ccc1Cl` across the screens: 0%, -1%, 1%, 0%, -3%, 12%, -4%, 5%
`COc1ccccc1N1CCN(C(=O)c2sc3nc(-c4ccc(F)cc4)cn3c2C)CC1` across the screens: -3%, -10%, -11%, -2%, ?, -15%, 11%, -1%

(listing goes on)
SMILES	RGS12 GoLoco inh	RECQ1 helicase	TRb-SRC2 inh	TexasRed fluor	Tau ThT inhib	L3MBTL1 block	Tau FP inhib	KDM4E inh
O=C(Nc1ccc(S(=O)(=O)C(F)F)cc1)c1cccc(S(=O)(=O)N2CCOCC2)c1	-14%	-6%	-8%	-4%	5%	2%	-5%	0%
CCOc1ccc(CCNC(=O)CCc2cn(Cc3ccccc3F)c3ccccc23)cc1OCC	.	.	2%	-2%	-12%	.	1%	.
Cn1c(=O)c([N+](=O)[O-])c(NCc2ccccc2Cl)c2ccccc21	-8%	-21%	7%	0%	-17%	-2%	-1%	0%
Cc1ccccc1OCCCn1c(CO)nc2ccccc21	5%	i	0%	-4%	-12%	.	11%	3%
CN(C)c1ccc(C(=O)Nc2ccc(CN3CCS(=O)(=O)CC3)cc2)cc1	5%	i	4%	0%	.	.	6%	6%
Cc1c(NC(=O)c2ccc(OC(C)C)cc2)cccc1-c1nc2ncccc2o1	.	.	3%	9%	?	.	11%	.
FC(F)(F)c1cccc(-c2nnc(-c3ccccc3)c(N3CCOCC3)n2)c1	-1%	-1%	-1%	2%	-12%	-1%	2%	-11%
Cc1cccc(NC(=S)NNC(=O)c2ccccc2OC(F)F)c1	-10%	-4%	10%	3%	?	.	-1%	-4%
O=C(Nc1nnc2n1CCS2)c1cc(C(F)(F)F)cc(C(F)(F)F)c1	.	.	-5%	3%	1%	.	-6%	.
CCOC(=O)C(C)Sc1nc(-c2ccccc2)ccc1C#N (centres undefined)	.	.	8%	-18%	-8%	.	?	.
CCC1CCCCN1S(=O)(=O)c1ccc(S(=O)(=O)N(Cc2ccccn2)CC2CCCO2)cc1 (centres undefined)	3%	-3%	-12%	1%	-4%	4%	-10%	2%
CCc1nnc(NC(=O)C2COc3ccccc3O2)s1 (centres undefined)	13%	-9%	-12%	-1%	-18%	.	2%	10%
O=C(NC(=O)c1cccc(Cl)c1)OC[C@@H]1CCCN2CCCCC12 (some centres undefined)	3%	-4%	9%	-3%	-8%	.	2%	-15%
COc1ccc(CCNC(=O)c2ccncc2)cc1OC	9%	-8%	-10%	1%	1%	3%	4%	1%
Cc1noc(C)c1COC(=O)COc1ccc(C#N)cc1	6%	-3%	-9%	-2%	1%	4%	2%	4%
COc1ccc(C(CNC(=O)c2oc3ccc(Br)cc3c2C)N2CCCCC2)cc1 (centres undefined)	14%	-6%	6%	2%	-14%	.	8%	-5%
Cc1cccc(CNc2ncnc3ccc(-c4cccc(NS(C)(=O)=O)c4)cc23)c1	-4%	-3%	-4%	3%	?	.	18µM*	?
COc1ccc(-c2nc3ccc(C(=O)NCc4ccc(C)cc4)cc3nc2-c2ccc(OC)cc2)cc1	.	.	-5%	0%	-2%	.	-11%	.
Cc1ccn(-c2n[nH]c(C)c2[N+](=O)[O-])n1	11%	i	1%	-4%	0%	4%	3%	-2%
CCOC(=O)C1(CCCc2ccccc2)CCN(C(=O)CN2C(=O)CSC2=O)CC1	9%	-3%	-4%	-2%	-11%	-4%	4%	3%
COC(=O)c1cccc(NC(=O)c2ccc(S(=O)(=O)N3CCN(C)CC3)cc2)c1	3%	-1%	1%	-1%	-1%	6%	-1%	-2%
CCN1C(=O)C(CC(=O)Nc2c(C)cccc2C)Nc2cc(S(=O)(=O)N(C)C)ccc21 (centres undefined)	21%	-14%	-1%	-5%	-7%	-3%	2%	?
O=C(NCc1cn2ccccc2n1)c1ccco1	7%	-8%	-25%	4%	-5%	-6%	5%	?
COc1ccccc1/C=C/C=N/N1CCN(Cc2ccccc2)CC1	1%	0%	2%	-2%	-20%	?	-1%	3%
COc1cc(/C=C(/C#N)c2nc3ccccc3[nH]2)ccc1OCc1ccc(C(=O)O)o1	85%[activator]	-1%	2%	-3%	3%	-25%	6%	5%
CC1CCN(S(=O)(=O)c2ccc3c(ccn3CC(=O)NCc3ccc(N(C)C)cc3)c2)CC1	.	.	-4%	-2%	0%	.	?	.
CCOC(=O)c1sc2nc(CSCC(=O)OCc3ccc(C(=O)OC)o3)[nH]c(=O)c2c1C	36%[activator]	-6%	5%	0%	-14%	5%	3%	?
Cc1ccc(/C=N/NC(=O)c2cccs2)s1	5%	-1%	6%	-9%	-3%	-2%	-1%	?
Cc1cc(NC(=O)Cn2nc(C(F)(F)F)c3c2CCC3)no1	8%	-6%	-3%	2%	-2%	4%	-3%	7%
COc1ccccc1NC(=O)c1sc(NC(=O)c2ccco2)c(C#N)c1C	18%	-5%	-14%	-1%	-12%	.	1%	-27%
CN(C1CCCCC1)S(=O)(=O)c1ccc(NC(=O)C2CCCCC2C(=O)O)cc1 (centres undefined)	6%	-3%	-13%	0%	-11%	-1%[11.4 µM]	2%	1%
O=C(/C=C\Nc1cccc(F)c1)c1cccs1	6%	-14%	2%	-1%	?	-2%	-15%	-19%
C=CCc1cccc(/C=N/NC(=O)c2ccccc2Br)c1O	0%	-12%	2%	-6%	1%	.	?	25µM*
O=C(N/N=C/c1ccc(O)cc1)c1csc2ccccc12	13%	1%	-8%	-4%	?	-1%	6%	-5%
Cc1nn(-c2ccccc2)c2c1N(CCCC(=O)NCc1ccc(Cl)cc1)C(=O)CS2	.	.	-5%	-6%	-16%	.	4%	.
CC(C)CC(=O)Nc1nnc(S(=O)(=O)N2CCc3ccccc32)s1	.	.	1%	-6%	2.2µM*	3%	12%	.
CCc1ccccc1N(C)C(=O)c1cc2c(Cl)nc3ccc(C)cc3c2s1	.	.	-3%	-1%	-7%	.	-5%	.
CCOC(=O)c1cnc(-n2nc(C)cc2C)nc1NC1CCCCC1	.	i	0%	-5%	-9%	-12%	-8%	-2%
C=CCNC(=O)Cc1c(OC)ccc2cc(Br)ccc12	5%	17%	-7%	-4%	-3%	53%[activator]	5%	?
CN1C(C(=O)NCC2CC2)CC2Cn3c(nc4cc5ccccc5cc43)C21 (centres undefined)	5%	11%	-1%	0%	-12%	.	9%	?
CCn1c(C)c(C)c2cc(C(=O)NCc3ccc(N(C)C)cc3)ccc21	.	.	-2%	-3%	-16%	.	17%	.
COCCCNC(=O)c1cc(-c2ccc(OC)cc2)nc2n[nH]c(-c3ccc(Cl)cc3)c12	.	.	0%	-1%	3%	.	?	.
COc1cc(OC)cc(-c2nc(N)n[nH]2)c1	16%	-7%	-9%	-2%	-1%	-12%	-8%	-2%
CN1C(=O)CC(N2CCN(c3ncccn3)CC2)C1=O (centres undefined)	-2%	i	-4%	2%	-4%	0%	0%	-2%
CCC(OC(=O)c1cccs1)C(=O)NC1CCCCC1 (centres undefined)	3%	i	-1%	-4%	-10%	1%	-4%	0%
